Screening results from PubChem.
DUSP3 inh = inhibitors of human VHR1 phosphatase (DUSP3). AID 1654. P51452. actives 0.52% (n = 290,000). inhibition, % at 13.3 µM. recombinant VHR phosphatase, pNPP absorbance; in the data active = inhibition above about 50%; also: some compounds called inactive have numbers as strong as hits
Target sequence (P51452 whole entry, looked up): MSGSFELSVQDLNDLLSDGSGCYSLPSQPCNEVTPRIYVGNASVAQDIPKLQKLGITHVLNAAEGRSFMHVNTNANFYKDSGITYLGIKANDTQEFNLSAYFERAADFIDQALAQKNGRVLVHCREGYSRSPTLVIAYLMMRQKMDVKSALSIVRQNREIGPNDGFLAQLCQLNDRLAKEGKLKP
Y pestis TopoI = blocks Yersinia pestis topoisomerase I activity. activity, % at 10 µM. actives 0.064% (n = 360,000). AID 504884. Y. pestis Topo-I cleavage product accumulation, plate reader; in the data active = activity above about 50%, passing the limit was not always enough; also: inactives centre near 2
BH1578 lux ind = inducers of Vibrio cholerae quorum light production without autoinducers; actives 0.16% (n = 350,000); activation, % at 18.7 µM; V. cholerae BH1578 lux reporter, luminescence, 6 h; in the data active = activation mostly above about 9.7%, no sharp cut-off; also: not every result past the cut was called active; inactives centre near 0; reference of the scale not given here
MazF activator = increases E. coli MazEF RNase cleavage of RNA; FAM/BHQ RNA-DNA oligo cleavage fluorescence, 5 h; activation, % at 20 µM; P0AE70; actives 0.32% (n = 350,000); in the data active = activation above about 50%
Target sequence (P0AE70 whole entry, looked up): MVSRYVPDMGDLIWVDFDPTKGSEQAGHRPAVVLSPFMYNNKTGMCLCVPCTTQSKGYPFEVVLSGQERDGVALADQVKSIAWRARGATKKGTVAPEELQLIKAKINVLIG
SSB-PriA inh = blocks PriA binding to SSB C-terminal tail. AlphaScreen SSBct-PriA binding, biotinylated peptide. inhibition, % at 33 µM. actives 0.6% (n = 430,000); in the data active = inhibition mostly above about 37%, no sharp cut-off; inactive = mostly below about 20%;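 also: plate controls were negative control peptide for no effect and reference peptide for full effect; strong numbers were not always called active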
TcdB GH inh = inhibitors of Clostridioides difficile toxin B glycohydrolase. AID 652162. P18177. actives 0.24% (n = 350,000). TcdB glycohydrolase enzymatic assay, plate reader. inhibition, % at 9.99 µM; in the data active = inhibition above about 10%
3CLpro inhibitor = SARS-CoV 3CLpro protease inhibition | P0C6X7 | recombinant SARS-CoV 3CLpro, quenched FRET peptide cleavage | inhibition, % at 6 µM | actives 0.14% (n = 290,000); in the data active = inhibition above about 12%
CCHF vOTU inh = blocks the CCHF virus ovarian tumor domain protease; CCHFV vOTU protease, Pep-AMC fluorescence; inhibition, % at 11.5 µM; actives 0.55% (n = 370,000); AID 651958; in the data active = inhibition above about 30%; also: 0% = vehicle wells with enzyme and 100% = no enzyme wells
Rv3671c inh = Rv3671c (M. tuberculosis) protease inhibition; inhibition, % at 5.96 µM; actives 0.048% (n = 320,000); in the data active = inhibition above about 38%;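 also: extracellular domain of Rv3671c used as enzyme; 0% = enzyme with DMSO and 100% = no enzyme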
Target sequence (P9WHR9 whole entry, looked up, the tested form may be a part): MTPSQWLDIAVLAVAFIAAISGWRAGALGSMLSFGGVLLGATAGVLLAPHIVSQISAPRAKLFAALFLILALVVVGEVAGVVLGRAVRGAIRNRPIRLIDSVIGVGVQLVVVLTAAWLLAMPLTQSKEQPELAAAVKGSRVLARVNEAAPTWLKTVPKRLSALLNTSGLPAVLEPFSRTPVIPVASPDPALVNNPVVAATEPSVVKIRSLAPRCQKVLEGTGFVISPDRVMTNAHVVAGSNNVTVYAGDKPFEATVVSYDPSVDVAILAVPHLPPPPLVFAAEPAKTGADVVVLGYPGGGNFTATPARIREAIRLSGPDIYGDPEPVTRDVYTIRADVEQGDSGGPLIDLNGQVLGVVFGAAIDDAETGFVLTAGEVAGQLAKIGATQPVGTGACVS
PrPC surface inh = cell surface PrPC inhibition, primary TR-FRET screen; inhibition, % at 13.8 µM; P04156; TR-FRET read-out; actives 0.43% (n = 370,000); in the data active = inhibition above about 24%; also: 0% = median of the test wells and 100% = reference compound wells
Active calls of the source: *; i = inactive; . = no result given; & = joins results of further samples.

The line under a structure holds: DUSP3 inh | Y pestis TopoI | BH1578 lux ind | MazF activator | SSB-PriA inh | TcdB GH inh | 3CLpro inhibitor | CCHF vOTU inh | Rv3671c inh | PrPC surface inh
- Cc1ccc(S(=O)(=O)NCCC(=O)Nc2nnc(C)s2)cc1
  4 | 0 | i | 2 | -9 | . | -5 | 4 | -3 | 2
- CC1CCN(c2c(NCc3ccc(C(=O)N4CCN(C5CCCCC5)CC4)cc3)c(=O)c2=O)CC1
  0 | 30 | -0.1 | 2 | -9 | 0.3 | 2 | 1 | -2 | -4
- Cc1ccc(NC(=O)CCCCCN2C(=O)c3ccccc3C2=O)nc1
  4 | -7 | -0.2 | 0 | -15 | -1.8 | 3 | 1 | -1 | 1
- CCCn1c(/N=C/c2ccccc2O)nc2ccccc21
  15 | 5 | -0.4 | 5 | . | . | 0 | -12 | -15 | -1
- O=C(CN1C(=O)c2ccccc2S1(=O)=O)c1ccccc1
  10 | 1 | i | 4 | 1 | . | 2 | 7 | 6 | -2
- CCc1nc2c(OCc3ccccc3C)cccn2c1N(C)C(=O)CC(C)C
  . | 15 | 0.3 | . | . | -0.4 | . | 7 | . | 18
- COc1cc(/C=N/n2cnnc2)ccc1Oc1nc(Cl)ncc1F
  20 | 1 | i | 0 | . | 0.2 | -1 | -4 | 2 | 6
- NCCCCCc1nnc(SCC(N)=O)o1
  3 | 1 | -0.4 | 6 | 0 | -2.7 | -1 | -20 | -12 | -3
- Cn1c(SCC(=O)N2CCCc3ccccc32)nc2ccccc2c1=O
  9 | 39 | i | 1 | -1 | . | -3 | 2 | -5 | 3
- C=C1CCN([C@H](C(=O)OCc2ccc(C)cc2)C(C)C)S(=O)(=O)c2ccccc21
  10 | 45 | i | -7 | -20 | -0.4 | . | -1 | -10 | 3
- COc1ccc(CN(Cc2ccc(C(=O)O)cc2)C(=S)Nc2ccccc2C)cc1OC
  3 | 9 | -0.2 | 4 | 1 | 0.8 | -7 | -2 | -6 | 7
- N=C(N)SCCc1cccc(CCSC(=N)N)c1
  . | 2 | -0.6 | 3 | -3 | 0.7 | . | 1 | -3 | -3
- O=C1SCCC1NC(=O)C(c1ccccc1)c1ccccc1 (configuration not stated)
  -14 | 3 | 1.2 | 0 | -18 | 1.6 | -1 | -10 | -2 | 2
- Cc1ccc(C)c(C(=O)c2ccccc2NC(=O)c2ccccn2)c1
  26 | 3 | -0.5 | 3 | -6 | -0.7 | 7 | 15 | 0 | -6
- COC(=O)c1cc2sc(Cl)cc2n1CC(=O)Nc1cccc(SC)c1
  3 | 6 | -11 | -22 | 12 | . | -5 | -5 | -9 | 6
- CCc1nnc(NC(=O)c2cc(C)nc3ccccc23)s1
  17 | 9 | -0.2 | -13 | -1 | 0.2 | -1 | 15 | 8 | -1
- COc1ccc(S(=O)(=O)N2CCN(c3ccccn3)CC2)cc1[N+](=O)[O-]
  0 | 8 | -0.6 | 4 | 2&5 | -1.5 | -2 | -4 | 3 | 3
- O=c1[nH]c(CN2CCN(S(=O)(=O)c3ccccc3C(F)(F)F)CC2)nc2sc3c(c12)CCCC3
  -7 | 1 | i | -11 | 0 | . | -1 | -1 | 5 | 8
- CN(C)S(=O)(=O)c1cccc(NC(=S)N/N=C/C2CC=CCC2)c1 (configuration not stated)
  2 | -1 | i | 0 | . | 3.0 | -4 | -10 | -4 | 10
- Cc1ccc2c(CN3CCC(C(N)=O)CC3)cc(=O)oc2c1C
  48 | -5 | i | 7 | -4 | 0.0 | -2 | 2 | 2 | 10

An excerpt of these results, field by field.
structure: CN(C)S(=O)(=O)c1cccc(NC(=S)N/N=C/C2CC=CCC2)c1 (configuration not stated)
  DUSP3 inh: 2
  Y pestis TopoI: -1
  BH1578 lux ind: i
  MazF activator: 0
  SSB-PriA inh: .
  TcdB GH inh: 3.0
  3CLpro inhibitor: -4
  CCHF vOTU inh: -10
  Rv3671c inh: -4
  PrPC surface inh: 10
structure: Cc1ccc(NC(=O)CCCCCN2C(=O)c3ccccc3C2=O)nc1
  DUSP3 inh: 4
  Y pestis TopoI: -7
  BH1578 lux ind: -0.2
  MazF activator: 0
  SSB-PriA inh: -15
  TcdB GH inh: -1.8
  3CLpro inhibitor: 3
  CCHF vOTU inh: 1
  Rv3671c inh: -1
  PrPC surface inh: 1
structure: COc1ccc(S(=O)(=O)N2CCN(c3ccccn3)CC2)cc1[N+](=O)[O-]
  DUSP3 inh: 0
  Y pestis TopoI: 8
  BH1578 lux ind: -0.6
  MazF activator: 4
  SSB-PriA inh: 2&5
  TcdB GH inh: -1.5
  3CLpro inhibitor: -2
  CCHF vOTU inh: -4
  Rv3671c inh: 3
  PrPC surface inh: 3

Remaining list, next part:
The line under a structure holds: DUSP3 inh | Y pestis TopoI | BH1578 lux ind | MazF activator | SSB-PriA inh | TcdB GH inh | 3CLpro inhibitor | CCHF vOTU inh | Rv3671c inh | PrPC surface inh
- O=C(Nc1cccc(S(=O)(=O)N2CCCC2)c1)c1cccnc1
  -10 | 7 | 0.6 | -3 | 9 | 3.0 | 2 | 7 | -3 | 3
- O=C(c1ccco1)N1CCN(C(=O)c2ccc(Cn3cc(Br)cn3)o2)CC1
  40 | -6 | i | -10 | -3 | . | 2 | 12 | 2 | -9
- N=c1c2c(n(Cc3ccc(Br)cc3)c3c1CCC3)CCCC2
  2 | 17 | 1.6 | 19 | 12 | 1.0 | 1 | 8 | -6 | 11
- O=S(=O)(Nc1ccc(Cl)cc1)c1ccc(N2CCOCC2)c(NC(=S)NCCN2CCOCC2)c1
  68 | -1 | -0.4 | 4 | 5 | 0.6 | -1 | -9 | 3 | 1
- CC1(C)CC(=O)C/C(=N\NC(=O)C2CC23CCC3)C1 (configuration not stated)
  -5 | -1 | -0.2 | 10 | . | 0.6 | -1 | 7 | 3 | 0
- O=C(Nc1ccc(Cl)cc1)C1CC=CCC1C(=O)OCC(F)(F)C(F)F (configuration not stated)
  9 | 2 | -0.2 | 7 | -13 | . | -4 | 2 | -5 | 10
- CCCCN(C(=O)C1CSC2(C)CCC(=O)N12)c1c(N)n(Cc2ccccc2)c(=O)[nH]c1=O (configuration not stated)
  . | -6 | i | -3 | 6 | 0.3 | . | -1 | . | 5
- O=C(NCc1ccc2c(c1)OCO2)C12CN(Cc3ccccc3)CC1C(c1cccc([N+](=O)[O-])c1)=NO2 (configuration not stated)
  4 | 0 | 19 | -22 | 43* | 1.5 | 10 | -1 | -7 | -3
- Cc1cc(C)nc(NC(=S)Nc2ccc(F)cc2F)c1
  -10 | 2 | -0.5 | 11 | -1 | 0.3 | -4 | 2 | -7 | -2
- CN1/C(=C\C(=O)c2cccc(S(=O)(=O)N3CCCCC3)c2)C(C)(C)c2ccccc21
  -11 | 7 | 0.0 | -4 | -6 | 0.7 | 0 | -1 | -2 | 7
- CCc1ccc(N(CC)c2ncnc3nc[nH]c23)cc1
  8 | -2 | -0.3 | -9 | -9 | 1.1 | -6 | 4 | 2 | 3
- COc1ccc(CCc2ccc3cc(OC)ccc3n2)cc1
  . | 22 | . | -2 | -9 | 3.4 | . | 5 | . | 9
- COc1ccc(-c2ccc(CN3C(C(C)C)C(=O)N(Cc4cn(CC5CCCCC5)nn4)CCS3(=O)=O)cc2)cc1OC (configuration not stated)
  . | -6 | -0.3 | -27 | . | 1.6 | . | 9 | . | 13
- CC1=C(C(=O)OCc2ccccc2)C(c2ccc3c(c2)OCO3)NC(=O)N1CCCC(=O)O (configuration not stated)
  . | -1 | i | -3 | -2 | -1.7 | . | -11 | -2 | -4
- O=C(NCc1cccs1)C1CC(=O)N(Cc2ccccc2)C1 (configuration not stated)
  . | 0 | -0.3 | 0 | -12 | 0.4 | . | 18 | -4 | 3
- COc1ccc(C2=NN(C(=O)COC(=O)c3ccc(S(C)(=O)=O)c([N+](=O)[O-])c3)C(c3ccco3)C2)cc1 (configuration not stated)
  . | 35 | i | -7 | 2 | 1.0 | . | 6 | -61 | -11
- Cc1ccc(OCc2nnc(SCC(=O)Nc3sc(C)c(C)c3C#N)n2C)cc1
  -12 | 3 | i | -1 | -17 | . | 3 | 2 | -3 | 0
- CNS(=O)(=O)c1cccc(C(=O)OC2CCOC2=O)c1 (configuration not stated)
  28 | -4 | -0.2 | 7 | 11 | 0.6 | -10 | 3 | -6 | 3
- CN(C)CCC(O)c1ccccc1 (configuration not stated)
  10 | 1 | -0.7 | 10 | 6&4 | -0.4 | 0 | -13 | 3 | -8
- O=C(COc1ccc2c(-c3ccccc3)cc(=O)oc2c1)NCC(O)c1ccccc1 (configuration not stated)
  25 | 8 | -0.4 | -19 | -2 | 1.7 | 3 | -9 | -6 | -2
- Cc1nc2ccccc2c(-c2ccccc2)c1C(=O)c1ccccc1
  2 | 3 | -0.2 | 0 | -21 | . | 1 | 4 | -1 | 1
- Cc1cccc(-n2c3nc(=O)[nH]c(=O)c-3cc3c(C)nn(-c4ccccc4)c32)c1C
  1 | 3 | -0.5 | 2 | 8 | . | 3 | -212 | 1 | -5
- c1ccc(Nc2nc(-c3ccncc3)cs2)cc1
  -5 | 3 | -0.8 | 4 | 4 | . | -1 | 5 | 0 | -15
- COc1ccc2c(c1)CC1(CN2C)C(=O)NC(=O)N(c2ccc(C)cc2)C1=O (configuration not stated)
  4 | 6 | -0.6 | -2 | 4 | . | -2 | 12 | 1 | -6
- COc1ccc2nc(NC(=O)CSCC(=O)Nc3cc(C)on3)sc2c1
  . | -7 | i | 8 | 0 | 2.8 | . | -6 | -8 | -7
- O=S(=O)(N=S(N1CCCCC1)N1CCCCC1)c1ccccc1
  2 | 6 | 1.7 | 5 | -4&-12 | . | -4 | 3 | -6 | 1
- CC(=O)C(C(C)=O)C(c1ccccc1)c1nc2ccccc2[nH]c1=O (configuration not stated)
  36 | 3 | -0.6 | 7 | -6 | -0.1 | 1 | -14 | . | 8
- CCOC(=O)C1=C(COC(=O)Cc2ccc(OC)c(OC)c2)NC(=O)NC1C (configuration not stated)
  . | -2 | i | -6 | -2 | -0.4 | . | -17 | 2 | 1
- C(=N/N1CCN(c2ccccc2)CC1)/c1cccs1
  -15 | 6 | -0.2 | 2 | . | -0.1 | -2 | 5 | 1 | 3
- CCn1c(C)nc2cc(C(=O)NNC(=O)[C@@H](NC(=O)c3cc(OC)cc(OC)c3)C(C)C)ccc21
  . | -2 | i | 4 | -2 | -6.6 | . | 5 | -2 | 1
- CC(=O)NC(C)c1nc2ccccc2n1CC(=O)NC(C)CCc1ccccc1 (configuration not stated)
  22 | -1 | 2.8 | 4 | -10 | -0.6 | 4 | -15 | 1 | -2
- Fc1cccc(NC(=S)NCC(c2cccnc2)N2CCOCC2)c1 (configuration not stated)
  9 | -2 | 0.6 | -6 | -4 | . | 1 | 7 | -7 | 4
- CCN1CC(CNCc2cn(-c3ccc(OC)cc3)nc2-c2ccccc2Cl)CC1=O (configuration not stated)
  22 | -3 | -0.5 | -46 | 0 | 11* | -2 | 2 | 9 | -2
- COc1cccc(/C=N/Nc2c(Cl)cncc2Cl)c1O
  16 | -9 | -0.7 | 2 | . | 2.0 | -9 | 13 | -14 | 3
- CN(C)c1nc(SCc2ccc(Cl)cc2)nc2c1CCCC2
  4 | 10 | -0.6 | -3 | -51 | . | -2 | 10 | -8 | -4
- Cc1ccc(NC(=O)CCc2nc3ccccc3c(=O)[nH]2)cc1S(=O)(=O)N1CCOCC1
  . | 6 | i | 3 | -13 | -1.1 | . | 11 | -5 | -3
- CC(=O)c1ccc(N2CCN(C(=O)c3ccc4ccccc4n3)CC2)cc1
  26 | 4 | i | 4 | -27 | -2.0 | 2 | -6 | 3 | 4
- CCCn1cnc2c(SCc3ccccc3)nc(N)nc21
  . | 2 | -3.3 | 9 | -4 | 1.1 | . | 0 | . | 4
- CC(C)c1ccc(CC(=O)N2CCC2(C)C(=O)NCCC#N)cc1 (configuration not stated)
  . | -5 | -0.4 | . | . | -0.3 | . | 12 | . | 3
- S=C(NCc1ccccc1)Nc1cccc2cnccc12
  17 | 2 | -0.5 | 12 | -6 | -1.6 | 6 | 1 | 4 | 11
- Cc1ccccc1OCC(O)CN (configuration not stated)
  29 | 4 | 0.5 | -4 | 1 | . | 3 | 3 | 0 | 4

Not all compounds are listed. The share of hits here may be higher or lower than overall.
